High-throughput results from PubChem BioAssay.
All columns: NCI-60 one-dose screen, growth in % after 48 h at 10 µM unless noted; 100 = growth as untreated, 0 = no growth, -100 = all killed.
SF-295: SF-295 CNS cancer cells | AID 1794758 | actives 5.6% (n = 79,000)
DU-145: DU-145 prostate cancer; actives 4.2% (n = 81,000)
U251: U251 CNS tumor cells | actives 5.4% (n = 80,000)
PC-3: PC-3 prostate cancer cells. actives 3.9% (n = 80,000)
TK-10: TK-10 renal cancer cells | actives 3.9% (n = 81,000)
SN12C: SN12C renal cancer cells; AID 1794767; actives 3.8% (n = 81,000)
786-0: 786-0 renal cancer cells; actives 5.1% (n = 81,000); AID 1794775
SF-539: SF-539 CNS cancer; actives 6.8% (n = 81,000)
UO-31: UO-31 renal cancer. actives 5.2% (n = 81,000). AID 1794768
The depositor's hits bear a star; / = not tested or not shown. How the source made its calls: active means growth percent below 10; inactive means the rest. Rows are unselected. About 10% of those tested had a hit in this group.

#	SMILES	SF-295	DU-145	U251	PC-3	TK-10
1	CC1=NN(c2cccc(Cl)c2)C(=O)/C1=C\c1coc2ccc(Br)cc2c1=O	116	103	103	90	111
2	CCCCCCCCOc1ccc(/C=N/Nc2cc(C)nc3ccc(Cl)cc23)cc1	-73*	-87*	-61*	-63*	-36*
3	Brc1ccc(-c2nnc3c4[nH]ccc4ncn23)cc1	96	101	100	91	89
4	Cn1c(=O)c2[nH]c(SC/C(=N/O)c3ccc([N+](=O)[O-])cc3)nc2n(C)c1=O	99	113	99	91	103
5	Cc1cccc(C)c1[C@@H]1C[C@](C)(O)[C@H]2CC[C@H](C)C[C@@H]2O1	105	118	108	98	105
6	Nc1nccnc1Cl	/	115	97	104	100
7	CCOC(=O)c1nnnn1CC(=O)c1cc(OC)c(OC)c(OC)c1	101	101	99	90	99
8	O=C(/C=C/C=C/c1ccccc1)c1ccc(Nc2nc(Nc3ccccc3)nc(Nc3ccccc3)n2)cc1	58	88	80	65	73
9	CN1C(=O)/C(=C\c2cnc(-c3cccnc3)s2)c2ccccc21	98	103	102	/	116
10	O=C(O)/C=C/c1cn(-c2ccccc2)nc1-c1ccccc1	96	101	90	84	101
11	O=C1CCN(c2nc(CO)ncc2-c2ccc(C(F)(F)F)cc2)CC1	106	107	94	98	122
12	CCCC(=O)N1CCCC1=O	101	110	106	95	100

#	SN12C	786-0	SF-539	UO-31
1	101	102	100	108
2	-82*	-94*	-81*	79
3	91	94	102	59
4	100	100	107	99
5	100	101	101	95
6	96	99	101	100
7	101	102	100	89
8	92	84	82	70
9	102	99	97	94
10	93	105	95	62
11	99	101	97	61
12	102	103	98	95

Among those listed so far, three contain a Cl atom.
#	SMILES	SF-295	DU-145	U251	PC-3	TK-10
1	CC1=NN(c2cccc(Cl)c2)C(=O)/C1=C\c1coc2ccc(Br)cc2c1=O	116	103	103	90	111
2	CCCCCCCCOc1ccc(/C=N/Nc2cc(C)nc3ccc(Cl)cc23)cc1	-73*	-87*	-61*	-63*	-36*
6	Nc1nccnc1Cl	/	115	97	104	100

#	SN12C	786-0	SF-539	UO-31
1	101	102	100	108
2	-82*	-94*	-81*	79
6	96	99	101	100

Remaining list, next part:
#	SMILES	SF-295	DU-145	U251	PC-3	TK-10
13	COc1ccc(/C=C2/CCOC2=O)cc1	101	113	99	13	121
14	COc1cc2c3c(n(CCCn4ccnc4)c(=O)c2cc1OC)-c1nc2c(cc1C3=O)OCO2	-7.7*	13	21	60	110
15	N#CCc1ccccc1C(=O)O	119	119	104	102	108
16	NS(=O)(=O)c1ccc(NCC/C(=N\O)c2ccccc2)cc1	101	114	104	103	105
17	CC(C)COCC(CN(Cc1ccccc1)c1ccccc1)N1CCCC1 (stereo not drawn)	64	70	/	42	30
18	COc1ccc2c(c1)Nc1ccccc1S2	108	116	97	98	107
19	CCOC(=O)CC1CSC(c2ccc(Cl)cc2)=N1 (stereo not drawn)	101	116	105	102	98
20	CCCCC/C(C)=C(\C)C1CC1CCNS(=O)(=O)c1ccc(C)cc1 (stereo not drawn)	102	100	100	90	109
21	C=CCC(C(=O)OCC)(C(=O)OCC)C(C)CCC (stereo not drawn)	109	105	93	93	93
22	COc1ccccc1-c1ccc(N2CCCC2)nn1	100	109	97	98	116
23	CCOc1ccccc1C(=O)N(Cc1ccccc1)Cc1ccccc1	74	101	88	59	91
24	CCOC(=O)C(C#N)C1(C(C#N)C(=O)OCC)C(=O)Nc2ccccc21 (stereo not drawn)	90	110	97	82	110

#	SN12C	786-0	SF-539	UO-31
13	99	107	95	99
14	20	12	-10*	27
15	94	110	101	94
16	107	106	91	90
17	/	68	79	37
18	107	99	103	93
19	100	88	108	100
20	94	98	102	84
21	105	101	93	112
22	102	99	104	75
23	99	75	110	71
24	101	95	99	65

Continued.
#	SMILES	SF-295	DU-145	U251	PC-3	TK-10
25	O=C(O)c1ccccc1C(=O)Nc1cccc(Cl)c1	99	104	97	99	102
26	CC(=O)Oc1ccc(CCN2C(=O)CSC2=S)cc1	103	11	104	78	58
27	Cc1ccc(O)c(N2C(=NCc3ccco3)NS(=O)(=O)c3cnccc32)c1	0.9*	118	100	/	124
28	CC(=O)OCCCOCCCOc1ccccc1	117	110	98	87	104
29	CN(C)c1nc(-c2ccco2)n2nc(-c3ccco3)cc2n1	/	121	89	84	90
30	O=C1/C(=C/c2ccc(O)c(O)c2)SC(=S)N1Cc1ccco1	91	69	47	59	91
31	NC(=O)c1cc[n+](CC2=C(C(=O)O)N3C(=O)C(NC(=O)C(c4ccccc4)S(=O)(=O)[O-])C3SC2)cc1 (stereo not drawn)	92	126	106	105	112
32	NC(N)=N/N=C(/c1ccccc1)c1ccc(F)cc1	3.9*	-20*	4.8*	/	51
33	CCc1ccccc1-n1c(=O)c(C#N)c(-c2cc(OC)c(OC)c(OC)c2)c2c(N)[nH]nc21	102	106	107	80	104
34	COC(=O)/C=C(/CN1C(=O)CCC1=O)OC	105	111	104	98	103
35	c1ccc(C(c2nc3ncncc3[nH]2)N2CSc3nc4ncncc4n3C2)cc1 (stereo not drawn)	40	34	92	78	49
36	O=C(c1ccc(-n2c(=O)[nH]c3ccccc3c2=O)cc1)N1c2ccccc2Sc2ccccc21	89	96	64	77	100

#	SN12C	786-0	SF-539	UO-31
25	105	108	97	89
26	69	80	85	77
27	101	105	98	91
28	101	/	100	/
29	93	97	95	40
30	72	94	71	45
31	107	97	102	82
32	17	19	-33*	-8.7*
33	96	104	92	64
34	106	108	99	94
35	87	34	50	71
36	69	91	81	64

Compound profiles, from the list above. Values in the order: SF-295 | DU-145 | U251 | PC-3 | TK-10 | SN12C | 786-0 | SF-539 | UO-31
`O=C(O)c1ccccc1C(=O)Nc1cccc(Cl)c1` reads 99 | 104 | 97 | 99 | 102 | 105 | 108 | 97 | 89
`CC(=O)Oc1ccc(CCN2C(=O)CSC2=S)cc1` reads 103 | 11 | 104 | 78 | 58 | 69 | 80 | 85 | 77
`O=C(c1ccc(-n2c(=O)[nH]c3ccccc3c2=O)cc1)N1c2ccccc2Sc2ccccc21` reads 89 | 96 | 64 | 77 | 100 | 69 | 91 | 81 | 64
`c1ccc(C(c2nc3ncncc3[nH]2)N2CSc3nc4ncncc4n3C2)cc1` (stereo not drawn) reads 40 | 34 | 92 | 78 | 49 | 87 | 34 | 50 | 71
`CC(=O)OCCCOCCCOc1ccccc1` reads 117 | 110 | 98 | 87 | 104 | 101 | / | 100 | /

Following part:
#	SMILES	SF-295	DU-145	U251	PC-3	TK-10
37	C[C@@H](C[C@H](CCOC(=O)N(C)C)c1ccccc1)c1ccc2ccccc2c1	97	111	92	89	103
38	COC(=O)C12C3C(=O)N(c4ccccc4)C(=O)C3C(c3cn(-c4ccccc4)nc3C)N1[C@H](c1cn(-c3ccccc3)nc1C)[C@@H]1C(=O)N(c3ccccc3)C(=O)[C@@H]12 (stereo partly drawn)	90	108	90	90	101
39	CS(=O)(=O)Nc1ccc(C(=O)N/N=C/c2c[nH]c3ccccc23)cc1	95	109	101	93	112
40	COc1cc2c(cc1OC)-c1cc(=O)[nH]c(=O)n1CC2	106	110	99	102	102
41	CC(=O)c1cccc(OCCCCOc2cccc(C(C)=O)c2)c1	102	109	102	104	101
42	CCOC(=O)N1CCc2c(sc3nc(-c4ccccc4)nc(OCc4cn(Cc5nc6sc7c(c6c(=O)[nH]5)CCN(C(=O)OCC)C7)nn4)c23)C1	95	101	95	89	111
43	Cc1ccc(C(=O)Nc2cc(-n3ccnc3C)cc(C(F)(F)F)c2)cc1C#Cc1cnc2cccnn12	-61*	19	22	8.3*	12

#	SN12C	786-0	SF-539	UO-31
37	94	94	107	79
38	104	101	/	92
39	95	102	98	68
40	98	103	94	83
41	101	93	98	82
42	93	104	104	85
43	-8.6*	6.7*	-82*	0.2*
